Screens (PubChem BioAssay)
ALOX12 inh – ALOX12 (human) lipoxygenase inhibition; P18054; purified 12hLO, xylenol orange hydroperoxide absorbance; Potency, µM (top dose mostly 108 µM), inactives show top-dose activity change, negative = inhibition, actives largely listed as inhibitors; hit rate 1.1% among 580,000; active means well fitted inhibition curve with a large enough effect; inconclusive means small, poorly fitted or top-dose-only effect, or another doubt; inactive means no such curve, though single readings can be large or run the other way
Target sequence (P18054 whole entry, looked up): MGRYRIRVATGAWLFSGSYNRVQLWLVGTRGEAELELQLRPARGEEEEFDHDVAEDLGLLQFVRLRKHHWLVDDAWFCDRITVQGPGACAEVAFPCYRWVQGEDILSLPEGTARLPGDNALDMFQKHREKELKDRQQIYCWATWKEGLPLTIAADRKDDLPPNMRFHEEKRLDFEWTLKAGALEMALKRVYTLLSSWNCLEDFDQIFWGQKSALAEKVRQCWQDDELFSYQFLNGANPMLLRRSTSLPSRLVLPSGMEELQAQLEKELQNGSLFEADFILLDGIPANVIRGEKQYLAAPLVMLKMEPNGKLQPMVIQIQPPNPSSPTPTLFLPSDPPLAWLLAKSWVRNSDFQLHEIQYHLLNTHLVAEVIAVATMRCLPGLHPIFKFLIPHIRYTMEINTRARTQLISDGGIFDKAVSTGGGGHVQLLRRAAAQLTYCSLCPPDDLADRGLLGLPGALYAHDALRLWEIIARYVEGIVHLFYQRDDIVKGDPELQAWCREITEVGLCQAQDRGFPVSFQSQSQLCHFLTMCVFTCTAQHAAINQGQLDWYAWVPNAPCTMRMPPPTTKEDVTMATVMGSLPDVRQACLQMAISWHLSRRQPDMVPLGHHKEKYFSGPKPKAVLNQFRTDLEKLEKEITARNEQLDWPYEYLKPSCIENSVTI
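Purified human 12hLO (150 nM final) in 25 mM Hepes, 0.01% Triton X-100, pH 7.0 was preincubated 15 min at room temperature with compound. Then 40 uM arachidonic acid was added, 30 min. Hydroperoxide was read by Fe-XO absorbance ratio 573/405 nm.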
An asterisk follows results filed as active; ? = inconclusive; [ ] = another dose, or the depositor's remark. On the % scale 0 is the no-effect control and ±100 the full control effect; potency means the concentration at half of the fitted maximal effect. Only part of the results is shown; the hit share may differ from the screen's.

SMILES	ALOX12 inh
CN1CCCC2(C1)CN(C)c1ccc(C(=O)Nc3ccccc3)cc12 (stereo unspecified)	-8%[176 µM]
COc1cccc(C(=O)NC2CCN(c3cn[nH]c(=O)c3)CC2)c1	7%
Cc1ccc2nc(C)c(C(=O)N3CCN(S(=O)(=O)c4cccc(F)c4)CC3)cc2c1	?
Cc1cnc(C(=O)N2CC(=O)N(c3ccccc3Cl)CC2C)cn1 (stereo unspecified)	38%[activator]
Cc1ccc(CNc2oc(COc3ccccc3F)nc2C#N)cc1	0%
CCCC(C)(N)C(=O)O (stereo unspecified)	?
O=C(O)C(c1cc2ccccc2o1)N1CCC(CCN2CCCC2=O)CC1 (stereo unspecified)	-1%
Cc1noc(C)c1S(=O)(=O)N1CCCC(CCc2ccc(F)c(F)c2)C1 (stereo unspecified)	4%
COc1c(F)cc(CN2CCCC3(CCNC3)C2)cc1F (stereo unspecified)	?
CC1(C)C2CCC1(C)C(NC(=O)c1ccccc1)C2 (stereo unspecified)	-38%
CCc1ccc(CNC(=O)C2Cn3cccc3C(=O)N2)cc1 (stereo unspecified)	26%
CN(Cc1ccccc1)C(=O)C1CCN(c2ncncn2)CC1	0%
CCn1ccc(C(=O)N2CCC3(CC2)C(=O)N(C)c2ccccc23)n1	-13%
Cc1ccccc1C(=O)NCCSc1c(C)[nH]c2ccccc12	?
O=C(c1ccc(OC2CCN(C(=O)c3ccccc3)CC2)nc1)N1CCOCC1	3%
COCCn1c(=O)c(CCc2ccccc2)nc2cnc(N3CCOCC3)nc21	58%[activator]
CSc1ccc(/C=N/NC(=O)c2ccccc2F)cc1	-37%
Cc1ccc(C2(O)CCN(C(=O)C(N)CC3CCCC3)CC2)nc1 (stereo unspecified)	?
CC(C)(C)CC(=O)N1CCC(N2C(=O)CCC2C(=O)NCc2cccnc2)CC1 (stereo unspecified)	47%
CC(=O)Nc1ccc(C2(C(=O)O)CCC2)cc1	31%[activator]
C=C1N(S(=O)(=O)C(F)(F)F)CCC12CN(C)c1ccccc12 (stereo unspecified)	?
O=C([C@@H]1C[C@H](Oc2cccnc2)CN1C(=O)c1ccncc1)N1CCOCC1	9%
O=C(Cc1ccc(F)cc1)N(Cc1ccco1)C1CC1	?
CN1CCN(Cc2nc(C3(O)CCN(Cc4ccc(C(F)(F)F)cc4)CC3)cs2)CC1	36%[activator]
CC(CCc1ccccc1)NC(=O)C1(C#N)CCCC1 (stereo unspecified)	7%

(cont.)
SMILES	ALOX12 inh
Cc1ccc(CNC(=O)N2CCCCCCN(C)C(=O)[C@@H]3CCC[C@@H]32)cc1	26%
COc1cc(CC(=O)NC2CCS(=O)(=O)C2)cc(OC)c1OC (stereo unspecified)	?
O=C(NCCCc1ccccc1)C1CCN(C(=O)N2CC3CC(C2)[C@H]2CCCC(=O)N2C3)CC1 (stereo partly specified)	-1%
CCn1cc(C(=O)NC2CCN(S(C)(=O)=O)CC2)c2ccccc21	-2%
O=C1NCc2ccccc2CC12CCN(Cc1ccc3ccccc3c1)C2 (stereo unspecified)	?
CCN(CC)Cc1cnc2c(C(=O)N3CC[C@H]4CC[C@@H](C3)N4)cnn2c1	?
O=C1NC2(CCN(Cc3ccncc3)CC2)COc2ccccc21	47%[activator][176 µM]
Cc1sc(N)c(C#N)c1-c1ccc(Cl)cc1Cl	?
CCN(CC)c1nc2ccccc2nc1C(=O)Nc1cc(C(=O)OC)cc(C(=O)OC)c1	5%
C[C@@H](NC(=O)N1CCC2(CCC(=O)N(CCO)C2)CC1)c1ccccc1	19%
Cc1cc(=O)c2c(O)c3c(O)cc(=O)c4c3c3c(cc(O)c1c23)C(C)(C)C=4O	?
CCOC(=O)C(O)(NC(=O)c1ccccc1OCC)C(F)(F)F (stereo unspecified)	37%[activator]
CCCNC(=S)NC(C)C12CC3CC(CC(C3)C1)C2 (stereo unspecified)	?
CCCn1c(Br)nc2c(=O)n(C)c(=O)n(C)c21	16%
O=C(Cn1nc(-c2cccs2)c2ccccc2c1=O)NCCc1ccc(F)cc1	-19%
COC[C@@H]1CN(C(=O)C2=NNC(=O)CC2)C[C@H]1c1ccncc1	44%[activator]
Cc1nn(-c2ccccc2)c(Oc2ccccc2F)c1CCC(=O)NCc1ccco1	?
CN(CC(=O)N1CCC2(CCNCC2)CC1)Cc1cccnc1	?
CC(=O)c1c[nH]c(C(=O)NC(C)c2ccccc2Cl)c1 (stereo unspecified)	?
Cc1cc(=O)oc2c(C)c(OCC(=O)NC3CCS(=O)(=O)C3)ccc12 (stereo unspecified)	10%
Cc1cc(C)c(CN2CCC3(Cc4ccccc4CNC3=O)C2)c(C)c1 (stereo unspecified)	1µM*
C[C@@H](O)CNC(=O)c1nc(-c2ccc(COc3ccc4c(c3)OCO4)cc2)no1	-8%
CCN(Cc1ccncc1)C(=O)CCC1CCN(S(=O)(=O)c2ccccc2)CC1	57%[activator]
Cc1ccc2[nH]c(C(=O)NCc3ccco3)cc2c1	-9%
O=C1OC[C@@H]2CCN(Cc3cccnc3)Cc3ccc(F)cc3N12	23%[176 µM]

(next part)
SMILES	ALOX12 inh
O=S(=O)(Nc1nc2ccccc2nc1Nc1cccc(F)c1)c1cccs1	?
CN1CCCC2(CCN(C(=O)c3cnccn3)CC2)C1	?
CC(=O)Nc1cccc(NC(=O)CSCc2nc3ccccc3c(=O)[nH]2)c1	-17%
CCCC[N+](C)(CC#Cc1ccc(C#CC[N+](C)(CCCC)CCCC)cc1)CCCC	?
CCN(C(C)=O)C1CCN(Cc2nc(-c3cccc(Cl)c3)oc2C)C1 (stereo unspecified)	23%
Cc1ccc2c(C)c(CCC(=O)N(C)Cc3ccc4c(c3)OCO4)c(=O)oc2c1	-20%
COc1cc(NC(=O)NC[C@H]2O[C@@H](CO)[C@@H](O)[C@H]2N2CCC(C)CC2)cc(OC)c1	?
Cc1cnn(CC(=O)N2C[C@@H](COCC3CC3)[C@H](c3ccccn3)C2)c1	25%
OCCC1CN(CCOc2ccc(F)cc2)CCN1CC1CCCCC1 (stereo unspecified)	6%
COc1ccccc1C(=O)N1CCCn2nc(C)c(-c3cccnc3N3CCOCC3)c21	25%[176 µM]
Cc1cccc(CN2CCN(C3CN(Cc4cn(Cc5cccc(C(F)(F)F)c5)nn4)S(=O)(=O)C3)CC2)c1 (stereo unspecified)	13µM*
O=C(Cc1c[nH]c(=O)[nH]c1=O)N1C[C@@H](CN2CCOCC2)[C@@H](CO)C1	77%[activator]
Cc1cc(C)cc(-n2nnc(C(=O)NC(C)C)c2N)c1	22%
COc1ccc(NC(=O)CN2C(=O)NC3(CCCCC3)C2=O)cc1	-7%
CCC(C)Sc1ccc(NC(C)=O)c(C)c1 (stereo unspecified)	-2%
CC(=O)N1CCC(N2CC[C@H](c3nc4ccc(C#N)cc4[nH]3)C2)CC1	69%[activator][176 µM]
Cc1nc2c(c(-c3ccc(Cl)cc3)n1)CCN([S+](=O)([O-])c1cccc(C(F)(F)F)c1)CC2	9%
Cc1oc(-c2ccc(C(=O)N3CCOCC3)cc2)nc1CS(=O)(=O)c1ccccc1	-5%
CCn1nc(C(=O)OCC(=O)Nc2cc(C(F)(F)F)ccc2Cl)c2ccccc2c1=O	?
O=C(CC1COCCN1C(=O)CCn1cccc1)NCc1ccccc1F (stereo unspecified)	7%
CSc1ccc(C(C)NC(=O)c2ccc(F)cc2)cc1 (stereo unspecified)	6%
Cc1ccc(NC(=O)c2ncoc2-c2ccco2)cc1	?
Brc1ccc(-c2noc(C34CC5CC(CC(C5)C3)C4)n2)cc1	44%[activator]
FC(F)(F)c1ccc2nc([C@H]3CCN(CC4CC4)C3)[nH]c2c1	72%[activator][176 µM]
N#C/C(=C/c1cccnc1)C(=O)NCCc1ccccc1	?

Quoted at random: 4 entries already listed
SMILES	ALOX12 inh
CN1CCCC2(CCN(C(=O)c3cnccn3)CC2)C1	?
O=C(Cc1c[nH]c(=O)[nH]c1=O)N1C[C@@H](CN2CCOCC2)[C@@H](CO)C1	77%[activator]
COc1cc(NC(=O)NC[C@H]2O[C@@H](CO)[C@@H](O)[C@H]2N2CCC(C)CC2)cc(OC)c1	?
CCC(C)Sc1ccc(NC(C)=O)c(C)c1 (stereo unspecified)	-2%

Next part.
SMILES	ALOX12 inh
CC(=O)NCCc1ccc(C(=O)Cn2nnc(-c3cccc(F)c3)n2)cc1	22%
CCOC(=O)c1[nH]c2c(c1C)/C(=N/O)CCC2	2%
Cc1ccc(NC(=O)C2CC(=O)N(c3n[nH]c4cc(Br)ccc34)C2)c(C)c1 (stereo unspecified)	9%
CCOC(=O)Cc1ccc(NC(=O)Nc2cccc(OCc3cc(=O)n4ccc(C)cc4n3)c2)cc1	8%
CCOc1ccc(N(CC(=O)Nc2ccc(C(N)=O)cc2)S(=O)(=O)c2ccccc2)cc1	12%
O=C(NCCc1cccnc1)c1ccccc1F	35%[activator]
COc1cc(-c2ccnc3nc(-c4cccs4)nn23)cc(OC)c1OC	10%
CC(OC(=O)c1ccc(CS(C)(=O)=O)cc1)C(=O)c1ccc(Cl)cc1 (stereo unspecified)	19%
COc1ccc(CN2CCC3(CC(Cc4ccccc4)=NO3)C2)cc1 (stereo unspecified)	56%[activator]
O=C(N[C@H](C(=O)N1CCC[C@H]1C(=O)NC1CCCC1)c1ccccc1)c1ccc(Cl)c(Cl)c1	-9%
Cc1c(Cl)cccc1NC(=O)N1C[C@@H](F)C[C@H]1C(=O)N1CCc2ccccc2C1	30%
CCCn1c(-c2ccc(OCC#N)c(OC)c2)nc2c1c(=O)[nH]c(=O)n2Cc1ccccc1	?
COc1ccc(N2C(=O)C3(CCCCC3)C2C(=O)NCCCN2CCCC2=O)cc1 (stereo unspecified)	15%
COCCN1CCC2(CCC1=O)CN(C(=O)NC(C)C)CCN2C (stereo unspecified)	41%[activator]
Nc1ccc(S(=O)(=O)Nc2ccccc2)cc1	0%[22.9 µM]
NC(=O)c1ccc(CNC(=O)c2ccc(C(F)(F)F)cc2)cc1	?
COc1ccc(-c2nc(C)nc3c2CN([S+](=O)([O-])c2cccc(OC)c2)CC3)cc1	2%[6.33 µM]
Cn1ccnc1C(=O)N1C[C@@H](Oc2cccnc2)C[C@H]1C(=O)NC1CC1	46%[activator]
N#Cc1cccc(-c2ccnc(N[C@H]3CO[C@H]4[C@@H]3OC[C@@H]4NC(=O)c3cccs3)n2)c1	24%[176 µM]
CCN(CC)Cc1ccc(C(=O)NC)o1	-4%
Cc1noc(C)c1-c1cnc2[nH]cc(CC(=O)NCc3cccnc3)c2c1	-7%[176 µM]
CN(Cc1ccc(Cl)c(Cl)c1)C(C(=O)NCc1ccccc1)c1ccco1 (stereo unspecified)	-13%
COc1ccc(OC)c(CN2CCNc3cnc(Nc4cccnc4)cc3C2)c1	45%[activator][176 µM]
CCC(O)c1cc2n(n1)CCN(C(=O)Cn1nc(C)c3ccccc3c1=O)C2 (stereo unspecified)	16%
CCOC(=O)C1CCCN(C(=O)c2cnn(-c3ncc4c(n3)-c3ccccc3CCC4)c2C2CC2)C1 (stereo unspecified)	3%

Some of these compounds in order of the ALOX12 inh value, ascending:
SMILES	ALOX12 inh
CC(=O)Nc1cccc(NC(=O)CSCc2nc3ccccc3c(=O)[nH]2)c1	-17%
CCN(CC)c1nc2ccccc2nc1C(=O)Nc1cc(C(=O)OC)cc(C(=O)OC)c1	5%
C[C@@H](NC(=O)N1CCC2(CCC(=O)N(CCO)C2)CC1)c1ccccc1	19%

Looked up above.
In ALOX12 inh, CCC(O)c1cc2n(n1)CCN(C(=O)Cn1nc(C)c3ccccc3c1=O)C2 (stereo unspecified) has 16%
In ALOX12 inh, Cn1ccnc1C(=O)N1C[C@@H](Oc2cccnc2)C[C@H]1C(=O)NC1CC1 has 46%[activator]

Following part
SMILES	ALOX12 inh
Cc1ccccc1-c1nc(CSCC(=O)NCc2ccc3c(c2)OCO3)c(C)o1	-1%
COc1ccc(C(=O)Oc2ccc(Cl)cc2Cl)cc1OC	-17%
Cc1cc(/C=C(/C#N)c2ccc(C(F)(F)F)cn2)cc(C)c1OCc1ccccn1	-10%
COc1ccc2c(C)c(CC(=O)Nc3nnc(C(C)C)s3)c(=O)oc2c1OC	4%
Cc1nc2nc(NCc3ccccc3)[nH]n2c(=O)c1CCO	?
O=C(CCc1ncc(-c2ccc(Cl)cc2)o1)Nc1ccccc1O	?
Cc1ccc(Nc2nc(-c3ccc(C)cc3)c(C)s2)cc1	?
Cc1nc(C(=O)N2CCC3(CCC(=O)N(CCc4cnc[nH]4)C3)CC2)cs1	55%[activator]
CCC(=O)N1CCC(Oc2ccc(NC(=O)Cc3ccncc3)cn2)C1 (stereo unspecified)	17%
Cc1cccc(Cn2c(N3CCc4ccccc4C3)nc3c2c(=O)n(C)c(=O)n3C)c1	52%[activator]
Cn1c(CO[C@H]2CN(C(=O)C(C)(C)C)C[C@H]2F)nc2ccccc21	80%[activator][176 µM]
COc1ccc(-c2cc(N3CCC(NC(=O)c4ccc(Cl)cc4)CC3)n[nH]2)cc1	10%
CCOC(=O)C1CCCN(CC(O)c2ccc(F)cc2)C1 (stereo unspecified)	47%[activator]
CCCNC(=O)c1ccc(NC(=O)c2ccc(Cl)cc2)cc1	19%
CCc1c(C)nn(CCNC(=O)c2cc(S(N)(=O)=O)ccc2F)c1C	8%

2 of the compounds above, with bars between the fields:
molecule | ALOX12 inh
CCC(=O)N1CCC(Oc2ccc(NC(=O)Cc3ccncc3)cn2)C1 (stereo unspecified) | 17%
CSc1ccc(/C=N/NC(=O)c2ccccc2F)cc1 | -37%
